hIAP activ: increases human intestinal alkaline phosphatase activity; P09923; purified human IAP, CDP-Star luminescence, 30 min; stronger effect = higher value; 1 = vehicle-only enzyme, 0 = enzyme-free background; activation factor at 10 µM; 330,000 compounds, 0.16% hits;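 active = activation factor of the enzyme at least 2-fold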; also: the source names both 10 and 20 µM as test concentration; values of inactives mirror those of a sister screen read the other way
A3G deaminase: inhibitors of human APOBEC3G DNA deaminase | Q9HC16 | recombinant A3G, ssDNA deamination FAM/TAMRA fluorescence | inhibition, % at 20 µM | 330,000 compounds, 0.28% hits | AID 493012;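 active = inhibition of at least 40% at 20 µM, with no more than 30% in the related APOBEC3A deaminase screen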;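 also: plate controls were DMSO wells with A3G for no effect and wells lacking A3G enzyme for full effect; some compounds called inactive have numbers as strong as hits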
Target sequence (Q9HC16 whole entry, looked up): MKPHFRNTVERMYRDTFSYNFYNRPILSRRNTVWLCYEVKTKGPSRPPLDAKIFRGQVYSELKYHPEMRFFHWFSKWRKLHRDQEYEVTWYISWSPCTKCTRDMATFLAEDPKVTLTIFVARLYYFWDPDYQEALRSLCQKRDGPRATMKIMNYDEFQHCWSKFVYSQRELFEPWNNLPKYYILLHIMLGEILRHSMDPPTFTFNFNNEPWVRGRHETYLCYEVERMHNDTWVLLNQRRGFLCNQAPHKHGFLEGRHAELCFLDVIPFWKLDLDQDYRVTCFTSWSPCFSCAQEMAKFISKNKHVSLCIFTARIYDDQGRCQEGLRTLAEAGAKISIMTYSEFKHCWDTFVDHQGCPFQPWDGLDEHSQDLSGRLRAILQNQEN
beta cell repl: induces beta-cell replication in MIN6 cells; MIN6 cells proliferation, ATPlite luminescence, 48 h; cells starved in 0.2% serum; 100% = growth in 10% serum; proliferation, % at 10 µM; 330,000 compounds, 0.29% hits; AID 2380;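 active = compounds whose signal lies at least 3.5 SD above the mean of all wells on their plate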;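 also: 0% = DMSO-treated cells in low-serum medium and 100% = 10% serum control; some compounds called inactive have numbers as strong as hits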
SENP1 inh: blocks the human SENP1 SUMO protease catalytic domain. Q9P0U3. recombinant SENP1 catalytic domain, CyPet-SUMO1-YPet FRET cleavage. inhibition, % at 10 µM. 360,000 compounds, 0.21% hits. AID 624204;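 active = inhibition at least 30% at 10 µM, raw YFP signal under a set limit, fluorescence ratio 0.5 to 1.5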;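 also: 0% = enzyme with DMSO and 100% = no enzyme wells; some results filed as inactive read as strong as hits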
Target sequence (Q9P0U3 419-644 limits assumed): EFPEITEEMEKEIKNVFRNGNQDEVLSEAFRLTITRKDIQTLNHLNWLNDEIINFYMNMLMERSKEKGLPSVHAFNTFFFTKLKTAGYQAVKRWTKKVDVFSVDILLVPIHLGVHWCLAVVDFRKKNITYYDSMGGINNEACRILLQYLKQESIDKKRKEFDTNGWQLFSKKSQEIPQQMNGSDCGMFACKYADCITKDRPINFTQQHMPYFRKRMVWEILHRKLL
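Controls: no-enzyme wells low, DMSO-plus-enzyme wells high control. Test system: human recombinant His6-tagged SENP1 catalytic domain enzyme. Reagent: SFCypet-SUMO1-SFYpet FRET protein substrate, 25 nM final. Doses: one dose per compound, 10 µM, 0.5% DMSO. Detection: FRET, CFP and YFP emission. Timing: 50 min reaction at room temperature.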
mIAP act: increases mouse intestinal alkaline phosphatase activity | muIAP, CDP-Star luminescence, 30 min; stronger effect = higher value; 1 = vehicle-only enzyme signal, 0 = enzyme-free wells | activation factor at 10 µM | 330,000 compounds, 0.24% hits | AID 2805;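 active = activation factor of at least 2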; also: the source names both 10 and 20 µM as test concentration; values of inactives mirror those of a sister screen read the other way
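System: Mouse IAP enzyme | Also added: CDP-Star substrate | Dosing: Compounds dispensed in DMSO | Schedule: 30 min enzyme-substrate-compound incubation at room temperature | Technique: Chemiluminescence readout | Control set: DMSO-only wells and no-enzyme negative control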
NALP3 yeast inh: NALP3 inhibition in yeast | Yeast reconstituted NLRP3/ASC/caspase-1, beta-gal luminescence, 24 h | inhibition, % at 10 µM | 330,000 compounds, 0.39% hits | AID 2825;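 active = inhibition of 50% or more; inactive = inhibition below 50%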;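 also: plate controls were induced DMSO wells for no effect and uninduced yeast grown without galactose for full effect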
hIAP block: human IAP inhibition. purified IAP, CDP-Star luminescence, 30 min. inhibition, % at 10 µM. 330,000 compounds, 0.12% hits. AID 2544;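 active = inhibition reaching a set limit with compound at 10 µM in the primary screen, cut at about 35% in these data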;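 also: plate controls were DMSO wells with enzyme for no effect and no-enzyme buffer wells for full effect; values of inactives mirror those of a sister screen read the other way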
APOBEC3A inh: blocks human APOBEC3A ssDNA deamination; 330,000 compounds, 0.41% hits; P31941; recombinant A3A, FAM/TAMRA ssDNA deamination fluorescence; inhibition, % at 20 µM;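 active = at least 40% inhibition at 20 µM here, with at most 30% in a related deaminase screen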;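 also: plate controls were A3A with DMSO for no effect and wells lacking A3A enzyme for full effect; some results filed as inactive read as strong as hits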
Target sequence (P31941 whole entry, looked up): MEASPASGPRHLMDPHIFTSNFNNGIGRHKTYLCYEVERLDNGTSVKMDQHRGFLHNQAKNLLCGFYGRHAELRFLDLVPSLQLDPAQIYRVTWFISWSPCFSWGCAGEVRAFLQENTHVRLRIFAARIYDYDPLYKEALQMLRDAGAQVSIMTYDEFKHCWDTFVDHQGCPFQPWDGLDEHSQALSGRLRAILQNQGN
mIAP inh: mouse IAP inhibition; purified mouse IAP, CDP-Star luminescence, 30 min; inhibition, % at 10 µM; 330,000 compounds, 0.2% hits;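 active = inhibition of at least 40% at 10 µM in the primary screen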;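 also: plate controls were DMSO with enzyme for no effect and no enzyme wells for full effect; values of inactives mirror those of a sister screen read the other way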
* hit, by the source's call; nt = no result given. Only part of the results is shown; rates above refer to the full screens.

nr	SMILES	hIAP activ	A3G deaminase	beta cell repl	SENP1 inh	mIAP act
1	CC1(C)CC(=O)C2=C(C1)OC(=O)C2(NC(=O)c1cccs1)C(F)(F)F (stereo not given)	0.73	-6	0	0	1
2	Cc1ccc2cccc(S(=O)(=O)Nc3ccc4c(c3)OCO4)c2n1	0.98	1	0	1	0.92
3	COc1ccc2nc(C)cc(SCC(=O)N/N=C/c3ccco3)c2c1	0.82	-1	0	-2	0.83
4	COc1ccc2nc(N3C(=O)/C(=C/c4ccccc4)NC3=S)sc2c1	1.5	-7	-6	31	0.9
5	C=CCNC(=O)c1ccccc1CCc1ccccc1	0.99	-10	2	-1	0.95
6	CSc1nnc2n(Cc3ccccc3)c(=O)c3c4c(sc3n12)COC(C(C)C)C4 (stereo not given)	0.9	6	-1	nt	1
7	COc1ccc(N2CCN(C(=O)/C(C#N)=C/c3ccccc3)CC2)cc1	1	-3	-4	7	0.91
8	Cc1ccc(N2C(=S)N=C(Nc3ccccc3C)C23CCOC(C)(C)C3)cc1 (stereo not given)	1.2	-2	-3	3	1
9	COc1ccc(NC(=O)CN(C)C(=O)c2ccc(N3CCCC3)c([N+](=O)[O-])c2)cc1	0.85	-4	1	4	0.94
10	CC(C)(C)c1ccc(-c2nc(C#N)c(NCc3ccncc3)o2)cc1	1.2	0	-2	-1	1.1
11	CC(C)(C)NC(=O)CSc1ncccc1-c1nc2ccccc2[nH]1	1.1	-11	-2	-2	1
12	Cc1ccc(C(=O)N/C(=C\c2ccc(F)cc2)C(=O)NCCN2CCOCC2)cc1	1.1	-4	4	1	1

nr	NALP3 yeast inh	hIAP block	APOBEC3A inh	mIAP inh
1	-3	27	-1	-2
2	2	2	11	8
3	-3	18	5	17
4	4	-47	-1	10
5	6	1	3	5
6	12	10	0	-4
7	3	-2	3	10
8	-4	-19	-2	0
9	24	15	0	6
10	10	-21	3	-10
11	12	-6	-5	-3
12	-13	-5	-2	-2

Continued, starting with the last 2 of the part before.
nr	SMILES	hIAP activ	A3G deaminase	beta cell repl	SENP1 inh	mIAP act
11	CC(C)(C)NC(=O)CSc1ncccc1-c1nc2ccccc2[nH]1	1.1	-11	-2	-2	1
12	Cc1ccc(C(=O)N/C(=C\c2ccc(F)cc2)C(=O)NCCN2CCOCC2)cc1	1.1	-4	4	1	1
13	CCCCc1ccc(NC(=O)N[C@H](C(=O)O)C(C)C)cc1	1.1	-1	-3	1	1
14	Cc1ccccc1NC(=O)c1ccccc1O	0.98	-5	2	0	0.91
15	CCOc1ccc(CN(C)C(=O)CCc2ccc(S(=O)(=O)N3CCCCCC3)cc2)cc1	1	-2	1	-1	0.88
16	O=C(c1ccc(S(=O)(=O)NCc2ccco2)cc1)N1CCCC1	1.2	-6	0	1	0.99
17	O=C(COC(=O)c1ccc2ncsc2c1)NCc1cccc(Cl)c1	1	2	0	-3	0.89
18	O=C(CSc1nc2cc(S(=O)(=O)N3CCOCC3)ccc2o1)Nc1c(F)cccc1F	1.2	22	-4	3	1.1
19	Cn1c(=O)c2c(nc(SCC(=O)NCc3ccco3)n2C)n(C)c1=O	1	-5	2	0	0.94
20	COc1ccc(N(CC(=O)Nc2ccc3c(c2)OCO3)S(=O)(=O)c2ccc(C)cc2)cc1OC	1.1	-5	2	0	1.4
21	O=C(O)c1cccc(NS(=O)(=O)c2ccc3nnn(O)c3c2)c1	0.99	-6	-2	3	0.98
22	Cc1ccc(C)c(SCC(=O)OCC(=O)N2CC(C)OC(C)C2)c1 (stereo not given)	1	-4	-1	2	1
23	COc1ccc(C(=O)NC(=O)N2CCCCC2)cc1	1	-3	1	-2	0.98
24	O=C(O)[C@@H]1CCCN(S(=O)(=O)c2cccc3cccnc23)C1	1	-5	1	1	1.1

nr	NALP3 yeast inh	hIAP block	APOBEC3A inh	mIAP inh
11	12	-6	-5	-3
12	-13	-5	-2	-2
13	5	-6	2	-4
14	27	2	-1	9
15	27	-3	-2	12
16	-3	-19	-1	1
17	11	-2	3	11
18	2	-15	-4	-13
19	14	-5	-1	6
20	7	-7	-2	-43
21	6	1	-2	2
22	-11	-5	1	-5
23	9	0	-3	2
24	6	-4	-3	-6

Next section.
nr	SMILES	hIAP activ	A3G deaminase	beta cell repl	SENP1 inh	mIAP act
25	COC(=O)c1sccc1NC(=O)Nc1cccc(C)c1C	1.1	-7	4	1	0.93
26	CC(C)C(=O)N1CCN(c2nc(-c3ccc(Cl)cc3)cs2)CC1	0.99	-6	-5	1	0.97
27	O=C1CC(SC(=NCc2ccc3c(c2)OCO3)Nc2ccccc2)C(=O)N1c1ccccc1 (stereo not given)	0.92	-7	-5	1	1
28	C#CCn1c(-c2ccccc2)ccc(C#N)c1=O	1.3	-4	1	-1	0.99
29	Cn1c(=O)n(CC(=O)NCc2cccnc2)c2ccccc21	1	-8	-3	1	0.96
30	CC(=O)c1c(O)cc(O)cc1CC(=O)O	0.94	-6	-3	4	0.84
31	O=c1cc[nH]c2c1ccc1cccnc12	1.6	-7	4	2	1.1
32	O=c1c([N+](=O)[O-])cccn1Cc1ccccc1Cl	0.9	-10	-2	1	0.92
33	Cc1ccc(Nc2nnc(SCC(=O)Nc3cccc(S(=O)(=O)N4CCCCC4)c3)s2)cc1	1	-8	-2	3	1.1
34	COc1ccc2[nH]cc(C(=O)N3CCCCC3)c(=O)c2c1	1	-5	4	-4	1
35	Cc1nc2ccccn2c1C(=O)NCCCN1CCOCC1	1.1	0	3	-3	1
36	CC1CCN(C(=O)Cn2cnc3c(cnn3C(C)(C)C)c2=O)CC1	1	0	-4	1	0.92

nr	NALP3 yeast inh	hIAP block	APOBEC3A inh	mIAP inh
25	15	-13	-2	8
26	1	1	1	3
27	26	8	-3	-4
28	31	-28	-1	1
29	-5	-3	0	4
30	-2	6	21	16
31	14	-64	1	-7
32	0	10	1	8
33	-6	-1	-4	-10
34	2	-1	-4	-4
35	7	-11	-11	-3
36	6	-2	5	8

Record cards, from the list above. Screens in order: hIAP activ | A3G deaminase | beta cell repl | SENP1 inh | mIAP act | NALP3 yeast inh | hIAP block | APOBEC3A inh | mIAP inh
O=c1cc[nH]c2c1ccc1cccnc12 as listed: 1.6 | -7 | 4 | 2 | 1.1 | 14 | -64 | 1 | -7
Cc1ccc(Nc2nnc(SCC(=O)Nc3cccc(S(=O)(=O)N4CCCCC4)c3)s2)cc1 as listed: 1 | -8 | -2 | 3 | 1.1 | -6 | -1 | -4 | -10
CC1CCN(C(=O)Cn2cnc3c(cnn3C(C)(C)C)c2=O)CC1 as listed: 1 | 0 | -4 | 1 | 0.92 | 6 | -2 | 5 | 8

(more compounds)
nr	SMILES	hIAP activ	A3G deaminase	beta cell repl	SENP1 inh	mIAP act
37	COc1ccc(NC(=O)CN(C)S(=O)(=O)c2ccc3c(c2)OCCO3)c2ncccc12	0.97	-2	3	-2	1
38	CSc1n[nH]c(NCc2ccccc2)n1	0.97	-5	-2	2	1.1
39	CC(C)=NNc1nc(-c2ccccc2)cs1	0.96	-2	-4	-6	0.84
40	O=C(Nc1ccc(S(=O)(=O)N2CCCCC2c2cccnc2)cc1)c1ccccc1F (stereo not given)	0.83	0	5	1	0.95
41	Cc1ccc(C(=O)N2CCCC(Nc3ccc(C(C)C)cc3)C2)cn1 (stereo not given)	1.2	-4	-2	1	1
42	CC(C)CN(C(=O)c1cccc(S(=O)(=O)N2CCN(Cc3ccccc3)CC2)c1)C1CCS(=O)(=O)C1 (stereo not given)	1	-8	-2	2	1.1
43	CC1CCCC(C)N1CCCNC(=O)Cn1cc2c(n1)CCCC2 (stereo not given)	1.1	4	-2	-58	1
44	C[C@H]1COC(=O)CCC/C=C\C[C@H](CC(=O)N(CCO)Cc2ccccc2)C(=O)N1	1	-6	-1	-1	1
45	Cc1cccc(/C=C/C(=O)c2ccc(NC3=NCCCS3)cc2)c1	0.92	-8	-6	2	0.9
46	CCCNC(=O)C(Cc1ccc(I)cc1)NC(=O)C1CC1 (stereo not given)	1.1	5	0	1	1
47	Nc1cc(S(=O)(=O)C(F)(F)F)ccc1C(=O)O	0.92	-3	1	1	0.95
48	CC(=O)OCC(=O)Nc1ccc(N=Nc2ccccc2)cc1	0.96	-10	0	0	0.83

nr	NALP3 yeast inh	hIAP block	APOBEC3A inh	mIAP inh
37	7	3	3	-2
38	12	3	-6	-6
39	21	4	-1	16
40	27	17	0	5
41	10	-18	-6	-3
42	-4	-3	2	-6
43	2	-6	7	-3
44	10	-4	-3	-2
45	28	8	2	10
46	22	-6	7	0
47	-11	8	-1	5
48	37	4	-1	17

(more compounds)
nr	SMILES	hIAP activ	A3G deaminase	beta cell repl	SENP1 inh	mIAP act
49	COc1cc(NC(=O)CN2C(=O)CSc3ccc(S(=O)(=O)N4CCCC4)cc32)cc(OC)c1	1.1	-6	-4	1	0.99
50	CCc1nnc2sc(-c3ccc(NC(=O)CSc4ccc(Cl)cc4)cc3)nn12	1.1	2	-3	1	0.94
51	COc1ccc(NC(=O)CN(C)S(=O)(=O)c2ccc(Cl)cc2)cc1Cl	1	-5	-3	1	1.1
52	O=C(NCc1ccncc1)c1cc(S(=O)(=O)N2CCOCC2)c(Cl)cc1Cl	1	5	-2	0	1
53	CCOc1ccc2nc(SCC(=O)c3cccs3)sc2c1	0.84	-7	-2	2	0.87

nr	NALP3 yeast inh	hIAP block	APOBEC3A inh	mIAP inh
49	-8	-10	-5	1
50	-4	-9	2	6
51	-4	0	-2	-9
52	10	-2	4	0
53	11	16	-1	13
